IL2 activator = IL-2 activation | 360,000 tested, 0.065% active | IL-2 activation reporter assay, cell-based qHTS; stimulated with anti-CD3/CD4/CD28 beads; in transgenic mouse T cells | activation, % (series mostly up to about 46 µM); in the data active = activation above about 50%; inconclusive = mostly about 30% to 49%; also: 0% is about no effect
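EGFP and DsRed fluorescence is measured by plate cytometry in unstimulated transgenic mouse T cells exposed to compound for 60 minutes, then stimulated 18 hours at 37 degrees C with anti-CD3/anti-CD4 beads plus anti-CD28.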
GLP-1R inv ag = GLP-1 receptor (human) inverse agonism. HEK293 GLP-1R CRE-luciferase, luminescence, 24 h; GLP-1R form is constitutively active. Potency, µM (highest dose often 38.3 µM), inactives show at the highest dose activity change, negative = inhibition, most hits filed as inhibitors. 410,000 tested, 1.6% active; also: potency is read from the fitted curve at half-maximal effect; % is scaled to controls: 0 for no effect and ±100 for the full control effect; nearly all actives have a fitted effect of over 55% in size
Target sequence (P43220 whole entry, looked up): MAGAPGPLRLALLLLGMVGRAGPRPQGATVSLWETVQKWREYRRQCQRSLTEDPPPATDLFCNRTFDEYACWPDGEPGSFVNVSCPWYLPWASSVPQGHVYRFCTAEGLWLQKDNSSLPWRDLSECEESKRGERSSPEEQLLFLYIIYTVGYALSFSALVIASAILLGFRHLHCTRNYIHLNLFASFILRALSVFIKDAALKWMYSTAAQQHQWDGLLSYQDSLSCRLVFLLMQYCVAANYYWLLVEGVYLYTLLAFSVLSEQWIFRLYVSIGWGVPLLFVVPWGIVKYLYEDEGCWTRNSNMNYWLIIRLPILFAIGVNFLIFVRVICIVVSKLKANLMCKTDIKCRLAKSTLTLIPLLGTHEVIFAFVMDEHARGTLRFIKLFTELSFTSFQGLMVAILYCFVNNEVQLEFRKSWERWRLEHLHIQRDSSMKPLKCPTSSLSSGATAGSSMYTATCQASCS
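Constitutively active GLP-1R drives a cAMP-responsive luciferase in stably transfected HEK293 cells; test compounds are added after overnight (12 h) attachment and left 24 hr, and signal loss in luminescence marks inhibition.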
WRN helicase inh = blocks human WRN helicase | Q14191 | WRN helicase unwinding, fluorescent forked duplex, kinetic | Potency, µM (series often up to 114 µM), without a hit: top-dose activity change, negative = inhibition, hits mostly inhibitors | 360,000 tested, 0.46% active | AID 651768; also: potency is read from the fitted curve at half-maximal effect; % is scaled to controls: 0 for no effect and ±100 for the full control effect; nearly all actives have a fitted effect of over 55% in size
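Primary qHTS, 1536-well format. 20 nM WRN + compound, 15 min RT; start with 100 nM forked fluorophore/quencher duplex, 2 mM ATP (final); kinetic read ex 525/em 598 nm.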
DRD3 agonist = D3 dopamine receptor (human) agonism | max activation, % | P35462 | D3R DiscoveRx beta-arrestin cells, luminescence, 90 min | 410,000 tested, 0.58% active; in the data active = max activation above about 30%; also: 0% is about no effect; mostly tested at two doses, the higher about 12 µM
Target sequence (P35462 whole entry, looked up): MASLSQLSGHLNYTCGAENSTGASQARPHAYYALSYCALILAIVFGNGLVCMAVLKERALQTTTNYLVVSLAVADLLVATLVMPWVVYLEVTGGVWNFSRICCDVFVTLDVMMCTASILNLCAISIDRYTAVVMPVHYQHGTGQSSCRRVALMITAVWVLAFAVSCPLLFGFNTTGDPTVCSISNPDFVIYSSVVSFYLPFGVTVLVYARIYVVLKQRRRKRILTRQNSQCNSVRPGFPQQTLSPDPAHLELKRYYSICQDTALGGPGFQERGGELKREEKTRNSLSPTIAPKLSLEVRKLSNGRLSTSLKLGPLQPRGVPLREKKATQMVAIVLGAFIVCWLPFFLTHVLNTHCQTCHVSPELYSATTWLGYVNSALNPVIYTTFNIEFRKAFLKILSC
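Cells at 1500/well, incubated overnight, then treated with pinned compounds (dopamine as control) for 90 min at 37 degrees C. DiscoveRx reagent added for 30 - 60 minutes at room temperature; luminescence read.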
PLK1 PBD inh = inhibitors of human PLK1 polo-box domain binding. Plk1 PBD binding of FITC phosphopeptide, fluorescence polarization. Potency, µM, inactives show max response, negative = inhibition, hits mostly inhibitors. 360,000 tested, 2.8% active; also: potency is read from the fitted curve at half-maximal effect; series mostly up to about 57 µM; % is scaled to controls: 0 for no effect and ±100 for the full control effect; nearly all actives have a fitted effect of over 65% in size
GLP1R ag = GLP-1 receptor (human) agonism; 380,000 tested, 0.007% active; HEK293 GLP-1R CRE-luciferase, luminescence, 4-6 h; cells express a hypersensitive GLP-1R form; Potency, µM (highest dose often 45.6 µM), without a hit: top-dose activation, usual class: activators; AID 624172; also: potency is read from the fitted curve at half-maximal effect; % of control where 0% means no effect
DRD3 antagonist = blocks the human D3 dopamine receptor; D3R cells, DiscoveRx beta-arrestin luminescence, antagonist mode; active compounds read low; max response, negative = inhibition, %; AID 652054; 360,000 tested, 2.5% active; in the data active = max response below about -50%; inconclusive = no clear call, values can overlap the other calls; also: % is scaled to controls: 0 for no effect and ±100 for the full control effect; mostly tested at two doses, the higher about 12 µM
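Cells plated overnight at 1500 cells/well, then exposed to library compounds with dopamine controls for 90 minutes at 37 degrees C. DiscoveRx reagent added for 30–60 minutes at room temperature; luminescence read, quantitative HTS format.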
GLP1R cytotox = cytotoxicity in counter-screen for GLP-1R inverse agonists. HEK293 cAMP-luciferase reporter cells, luminescence, 24 h. Potency, µM (titrated, usually from 38.3 µM), without a hit: at the top dose activity change, negative = inhibition, actives largely listed as inhibitors. 410,000 tested, 0.13% active;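 also: loss of luciferase light is scored as toxicity; potency is read from the fitted curve at half-maximal effect; % is scaled to controls: 0 for no effect and ±100 for the full control effect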
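Quantitative HTS format, 1536 wells, 200 cells/uL seeded. Compounds: 23 nL, 24 h, 37 °C. Detection: luciferase reagent, luminescence at 12 min RT; decreased signal taken as cytotoxic.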
PI5P4Ka inh = blocks human PI5P4K alpha kinase activity | P48426 | PI5P4Kalpha enzyme, ADP-Glo luminescence, 60 min; active compounds read low | max response, % | 330,000 tested, 1.2% active; active = max response of -50% or lower; inconclusive = between -30% and -50%; inactive = -30% or higher; also: value at the top dose of about 77 µM; % is scaled to controls: 0 for no effect and ±100 for the full control effect
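Human PI5P4Kalpha with substrate in 0.038 M HEPES pH 7.4, 0.28 mM EGTA, 0.1% CHAPS, 5% DMSO; reaction started with 5 microM ATP (final), 60 min at room temperature. ADP formed read by ADP-Glo luminescence.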
The depositor's hits bear a star; ? = inconclusive; · = no result given; & = joins results of further samples; [ ] = dose if it differs, or a comment. Unless noted, calls follow the shape of the dose curve; as a rule, active = well fitted curve in the direction sought with a large enough effect; inconclusive = small, poorly fitted or top-dose-only effect, or another doubt; inactive = no such curve, though single readings can be large; an effect the other way counts as inactive or inconclusive. Only part of the results is shown, so the mix of outcomes need not match the whole.

SMILES	IL2 activator	GLP-1R inv ag	WRN helicase inh	DRD3 agonist	PLK1 PBD inh	GLP1R ag	DRD3 antagonist	GLP1R cytotox	PI5P4Ka inh
COc1cc2c(cc1OC)-c1c(OC)c(OC)c(OC)c3ccnc(c13)C2=O	-0.7	2%	-4%	16	-18%	12%	63	2%	0
CCCCCCN1CCN(c2ccccc2Cl)CC1	-1.6	-30%	13%	2	-12%	7%	-115*	?	-2
CCCCCn1c(=O)c(C(=O)NCc2ccccn2)c(O)c2ccccc21	0.2	-28%	-11%	9	-2%	-21%	0	-12%	2
CC(C)OC(=O)c1c(N)n(Cc2ccco2)c2nc3ccccc3nc12	0.5	33%[activator]	-21%	2	-10%	0%	14	196%[activator]	-14
C=CCn1c(O)c(/C(C)=N/NC(=S)Nc2ccccc2)c(=O)[nH]c1=O	4.3	34%	-29%	1	-25%	4%	11	2%	-64*
CCCCCn1c(=O)c(C(=O)Nc2nc3ccccc3[nH]2)c(O)c2ccccc21	-1.7	-17%	-3%	16	0%	0%	6	7%	-20
S=C(NCc1ccc(Cl)cc1Cl)NC1CCCCC1	1.7	?	-2%	-8	-12%	6%	6	?	17
NC(=O)CN1CC(c2ccccc2)CC1=O (centres undefined)	-0.5	13%	5%	0	-4%	-10%	21	-17%	7
CCc1ccccc1N1C(=O)NC(=O)/C(=C\c2cc(C)n(C)c2C)C1=O	-3.8	12%	-13%	-13	-15%	7%	?	1%	-1
CC1CCN(c2nc(NCc3ccco3)nc(N)c2[N+](=O)[O-])CC1	-0.1	?	-4%	4	-12%	22%	4	7%	-4
O=C(O)C1C2CCC(O2)C1C(=O)Nc1cccc(Br)c1 (centres undefined)	0.3	1%	4%	5	-1%	-4%	0	-1%	0
Cc1cc(OCCCC(=O)NCc2cccs2)ccc1Cl	-3.9	?	-11%	-4	-6%	9%	-4	15%	-2
COC(=O)C1=C(c2cccc(OC)c2OC)C[C@@H]2CC[C@H]1N2C(=O)NCCS(C)=O (some centres undefined)	0.2	10%	9%	-18	6%	3%	24	5%	-2
O=C1NC(=O)N(Cc2ccccc2)C(=O)/C1=C\N1CCCc2ccccc21	1.9	3%	-31%	0	-20%	17%	-17	13%	?
O=C(NCc1ccccc1)c1cccn(Cc2cccc(Cl)c2)c1=O	1.9	?	-3%	0	-5%	27%	-7	0%	9
CCCNC(=O)Cn1cnc2sc(C(=O)N3CCC4(CC3)OCCO4)c(C)c2c1=O	-3.0	3%	7%	3	-1%	-1%	0	-3%	-2
CN(Cc1c[nH]c2ccccc12)C1CCCCC1	0.8	-8%	6%	3	-10%	2%	-3	24%	2
CC(C)CCC1(CCc2ccncc2)C(=O)NC(=O)NC1=O	-2.5	0%	3%	-2	-10%	-7%	25	18%	·
O=c1cc(-c2ccc(O)c(O)c2)oc2c(C3O[C@H](CO)[C@@H](O)[C@H](O)[C@H]3O)c(O)cc(O)c12 (some centres undefined)	-0.3	0%	-6%	17	5%	-3%	16	?	-23
COC1/C=C/C=C(\C)Cc2cc(O)c(Cl)c(c2)N(C)C(=O)CC(OC(=O)C(C)C)C2(C)OC2C(C)C2CC1(O)NC(=O)O2 (centres undefined)	0.5	-36%	0%	9	-1%	-2%	-3	-45%	4
Cn1c(O)c(C=NCCN2CCOCC2)c(=O)n(C)c1=S	-0.6	-1%	0%	4	-4%	1%	2	0%	-11
COc1cccc(OC)c1C(=O)NC(=S)N1C[C@H]2C[C@H](C1)c1cccc(=O)n1C2	-0.1	4%	8%	25	-11%	6%	41	-11%	0
CC(=O)N1CCc2c(sc(NC(=O)CCS(=O)(=O)c3ccccc3)c2C#N)C1	-1.1	109%[activator]	-17%	-5	-11%	0%	-7	?	3
COc1ccc(C(=O)NCCn2cc(SC(C)c3ccccc3)c3ccccc32)cc1OC (centres undefined)	·	?	·	2	·	-5%	·	-14%	·
Oc1cc2c(cc1CN1CCN(c3ccccc3)CC1)CCC2	1.8	0%	-2%	-2	-7%	0%	-7	4%	0
More entries.
SMILES	IL2 activator	GLP-1R inv ag	WRN helicase inh	DRD3 agonist	PLK1 PBD inh	GLP1R ag	DRD3 antagonist	GLP1R cytotox	PI5P4Ka inh
O=c1[nH]c2ccccc2n1C1CCN(C(c2nnnn2-c2ccc3c(c2)OCCO3)C2CC2)CC1 (centres undefined)	-0.9	?	-12%	2	-11%	3%	24	?	1
CC(=O)C1C2c3ccccc3OC1(C)N=c1s/c(=C/c3cnn(C)c3)c(=O)n12 (centres undefined)	1.2	14%	9%	1	-4%	-2%	3	-9%	-3
C[C@]12CC[C@@H](O)CC1=CC(=O)C1C2CC[C@]2(C)C(=O)CCC12 (some centres undefined)	-2.2	13%	-1%	5	-9%	-5%	1	-5%	22
COc1cc(/C=C2/CCC/C(=C\c3cc(O)c(OC)c(Cl)c3)C2=O)cc(Cl)c1O	-4.4	?	?	-7	-27%	0%	?	?	·
CC(=NCCCN1CCCCC1)c1c(O)n(Cc2ccccc2)c(=O)[nH]c1=O	3.0	14%	-6%	2	-8%	-1%	?	52%[activator]	-1
COc1ccc(-c2cc(=NCC(=O)O)c3ccccc3o2)cc1	-0.7	49%[activator]	8%	2	1%	12%	5	27%	2
COc1ccc(N=C(C)c2c(O)n(C3CCCCC3)c(=O)[nH]c2=O)c(OC)c1	-0.3	-3%	-4%	-1	6%	-3%	-3	-5%	-5
COc1ccc(Br)cc1/C=N/NS(=O)(=O)c1ccccc1	-2.8	?	5%	-1	?	3%	?	?	7
CCNc1ccc(Br)cc(C(=O)/C=C/c2c(Cl)cccc2Cl)c1=O	1.3	0%	?	-4	?	-13%	-66*	?	-18
CCCCCCN=C(C)c1c(O)n(CCCC)c(=O)[nH]c1=O	0.2	-13%	-1%	0	-5%	-1%	14	-12%	-1
C[C@]12CCC3C(CC[C@H]4C[C@H](O)CC[C@]34C)C1C[C@@H](O)[C@@H]2O (some centres undefined)	-0.6	12%	-5%	-11	-8%	7%	-20	-2%	-6
CCN(CC)CCOC(=O)c1cc2cc(COC)ccc2o1	1.3	1%	-21%[57.1 µM]	2	-21%	-6%	-9	-2%	0
COC(=O)C1=C(c2cccc(OCc3ccccc3)c2)C[C@@H]2CC[C@H]1N2C(=O)NCc1ccc(OC)c(OC)c1	-3.5	?	1%	0	-1%	-2%	20	-14%	3
O=S(=O)(c1ccccc1)N1Cc2ccccc2-n2nncc2C1	-2.4	1%	1%	-4	-10%	-3%	-16	5%	1
O=[N+]([O-])c1ccc(C2C3C(c4ccccc4)=NC4(CCCCC4)N32)cc1 (centres undefined)	-0.9	-2%	1%	-14	-1%	-9%	5	4%	·
c1ccc(OCc2ccc(CCCN3CCOCC3)cc2)cc1	-3.4	?	?	-30&2	-5%	2%&10%	-24	14%	7
Nc1ccc(S(=O)(=O)N2CC3CC(C2)c2cccc(=O)n2C3)cc1 (centres undefined)	-2.2	23%	6%	1	-1%	16%	2	5%	-8
O=C(CN1C(=O)CN=C(c2ccccc2)c2ccccc21)NCc1ccco1	0.2	-2%	-2%	-7	-12%	1%	-61*	68%[activator]	-1
Cc1ccc(N2C(=O)NC(=O)/C(=C/c3ccc(OC(=O)c4cccs4)cc3)C2=O)cc1	-1.3	0%	50µM*	-2	9.5µM*	-10%	26	3%	·
CCOP(=O)(OCC)C(NC(=O)c1cccc2ccccc12)C(Cl)(Cl)Cl (centres undefined)	-0.8	?	-8%	2	1%	1%	12	-12%	9
CCC(=NCCO)c1c(O)n(-c2ccc(Cl)cc2)c(=O)[nH]c1=O	-1.2	-7%	-1%	-4	2%	-3%	3	2%	2
N#CC(C#N)=Cc1ccc(C=C(C#N)C#N)cc1	-0.2	10%	?	-5	-29%	5%	-8	-7%	-21

3 structures already listed, sorted by molar mass, low to high:
SMILES	IL2 activator	GLP-1R inv ag	WRN helicase inh	DRD3 agonist	PLK1 PBD inh	GLP1R ag	DRD3 antagonist	GLP1R cytotox	PI5P4Ka inh
CCCCCCN=C(C)c1c(O)n(CCCC)c(=O)[nH]c1=O	0.2	-13%	-1%	0	-5%	-1%	14	-12%	-1
O=[N+]([O-])c1ccc(C2C3C(c4ccccc4)=NC4(CCCCC4)N32)cc1 (centres undefined)	-0.9	-2%	1%	-14	-1%	-9%	5	4%	·
CC(=NCCCN1CCCCC1)c1c(O)n(Cc2ccccc2)c(=O)[nH]c1=O	3.0	14%	-6%	2	-8%	-1%	?	52%[activator]	-1

Part of the list above in a different format.
Each structure is followed by: IL2 activator, GLP-1R inv ag, WRN helicase inh, DRD3 agonist, PLK1 PBD inh, GLP1R ag, DRD3 antagonist, GLP1R cytotox, PI5P4Ka inh
> C[C@]12CCC3C(CC[C@H]4C[C@H](O)CC[C@]34C)C1C[C@@H](O)[C@@H]2O (some centres undefined)
    -0.6, 12%, -5%, -11, -8%, 7%, -20, -2%, -6
> COc1ccc(Br)cc1/C=N/NS(=O)(=O)c1ccccc1
    -2.8, ?, 5%, -1, ?, 3%, ?, ?, 7
> O=C(CN1C(=O)CN=C(c2ccccc2)c2ccccc21)NCc1ccco1
    0.2, -2%, -2%, -7, -12%, 1%, -61*, 68%[activator], -1
